CHT block: inhibitors of human choline transporter CHT. AID 488975. CHT-expressing cells, membrane potential dye, choline response; active compounds read low. 310,000 compounds, 0.86% hits. B-score at 10 µM;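 active = B-score over 3 SD under the library average, and starting fluorescence ratio not unusually high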;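 note: choline stimulus applied at its EC90 after an EC20 pre-addition; B-score computed on integrated fluorescence ratio after choline addition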
Target sequence (Q9GZV3 whole entry, looked up): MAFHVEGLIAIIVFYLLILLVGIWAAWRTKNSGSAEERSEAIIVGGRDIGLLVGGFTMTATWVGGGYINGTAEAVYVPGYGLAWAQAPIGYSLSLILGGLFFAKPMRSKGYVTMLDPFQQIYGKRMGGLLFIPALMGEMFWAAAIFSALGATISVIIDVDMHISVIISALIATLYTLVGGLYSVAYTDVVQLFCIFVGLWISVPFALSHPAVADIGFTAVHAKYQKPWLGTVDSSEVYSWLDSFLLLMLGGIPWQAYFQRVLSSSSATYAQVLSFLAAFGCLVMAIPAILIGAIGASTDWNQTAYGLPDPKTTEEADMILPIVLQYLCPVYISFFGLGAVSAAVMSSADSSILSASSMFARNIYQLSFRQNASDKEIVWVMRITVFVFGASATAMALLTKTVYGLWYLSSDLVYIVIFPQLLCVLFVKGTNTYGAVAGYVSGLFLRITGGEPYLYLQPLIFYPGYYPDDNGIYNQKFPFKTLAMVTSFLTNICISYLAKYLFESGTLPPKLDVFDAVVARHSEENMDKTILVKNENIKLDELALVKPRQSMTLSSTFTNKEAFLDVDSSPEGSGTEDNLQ
Kir21 block: Kir2.1 (mouse) channel inhibition; P35561; HEK293-Kir2.1, FluxOR thallium flux fluorescence; active compounds read low; B-score at 10 µM; 310,000 compounds, 0.85% hits;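 active = fluorescence ratio B-score at or below minus 3 SD of library scores, with starting-brightness B-score within 2 SD, cut at about -4.2 in these data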;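 note: channel flux triggered by added potassium and thallium sulfate stimulus; B-score of peak minus minimum fluorescence over baseline after thallium stimulus; more negative B-score means stronger Kir2.1 block with less thallium influx; some compounds called inactive have numbers as strong as hits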
Target sequence (P35561 whole entry, looked up): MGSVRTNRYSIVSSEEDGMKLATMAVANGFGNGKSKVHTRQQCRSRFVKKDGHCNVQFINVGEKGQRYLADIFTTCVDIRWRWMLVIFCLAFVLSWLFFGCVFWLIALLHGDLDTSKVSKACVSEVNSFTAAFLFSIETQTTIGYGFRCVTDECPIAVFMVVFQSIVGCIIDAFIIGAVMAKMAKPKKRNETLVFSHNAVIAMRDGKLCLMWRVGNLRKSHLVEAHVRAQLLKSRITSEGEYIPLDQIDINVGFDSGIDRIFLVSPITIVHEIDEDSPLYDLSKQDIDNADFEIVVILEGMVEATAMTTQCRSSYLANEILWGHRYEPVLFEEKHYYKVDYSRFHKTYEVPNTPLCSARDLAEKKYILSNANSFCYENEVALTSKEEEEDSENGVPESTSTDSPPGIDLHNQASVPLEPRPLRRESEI
Numbers without * were called inactive; i = inactive; . = not tested or not shown.

SMILES	CHT block	Kir21 block
CCc1ccc(N2CC(C(=O)Nc3nnc(CC)s3)CC2=O)cc1 (stereo not given)	i	0.51
O=C(NCc1ccccc1)C1Nc2ccc(OC(F)(F)F)cc2C2C=CCC12 (stereo not given)	i	1.1
Cc1occc1C(=O)NNC(=O)c1ccccc1[N+](=O)[O-]	i	-0.24
CC(C)NC(=S)N1CCN(c2ncccn2)CC1	i	0.5
O=C1OC(c2ccc(F)cc2)=C/C1=C\c1ccc(O)cc1	i	-0.66
COc1cc(/C=C/C(=O)OCC(=O)Nc2c(C)n(C)n(-c3ccccc3)c2=O)ccc1O	i	-0.18
Cc1ccc(OCCCn2c(=O)oc3ccccc32)cc1	i	-1.9
COc1c2occc2c(OC)c2c(=O)cc(C(F)(F)F)oc12	i	0.77
Cc1cc(C)c(C)c(S(=O)(=O)N2CCN(CC(=O)NC(=O)NCc3ccccc3)CC2)c1C	i	-1.2
c1ccc(-n2cnc3cc(NCc4ccncc4)ccc32)cc1	i	-0.44
CCN(CC)CCNC(=O)c1cn(CC)c2ccc(S(=O)(=O)N3CCOCC3)cc2c1=O	i	0.62
Cc1nccc(-c2ccc3c(c2)OCO3)n1	i	-0.67
Cc1ccc(C(=O)NNC(=O)c2ccc(-n3cncn3)c([N+](=O)[O-])c2)cc1	i	0.36
CC(C)(C)c1ccc(S(=O)(=O)N2CCc3nc4ccccc4c(C(=O)O)c3C2)cc1	i	0.2
CCOC(=O)/C(C#N)=C(/C)c1ccc(OC)cc1	i	0.02
CCCC(=O)c1c(NC)cc(C)oc1=O	i	0.54
Cc1cccc(NC(=S)N2CCCC(c3nc4ccccc4[nH]3)C2)c1 (stereo not given)	i	-3.3
COc1cccc(/C=N/n2c(SC)nnc2-c2ccccc2)c1OC	i	0
CCc1ccccc1NC(=O)CSC1=C(C#N)C(c2ccc(O)c(OC)c2)C2=C(CCCC2=O)N1 (stereo not given)	i	0.01
Cc1cc(=O)[nH]c(SCC(=O)NC2CCCCC2)n1	i	-1.4
CC(=O)NC12CC3CC(C1)CC(C(=O)N(C)CC(=O)Nc1ccccc1Cl)(C3)C2	i	0.39
C/C(=N\N=C(/N)SC1CC(=O)N(c2ccc(Br)cc2)C1=O)c1cccs1 (stereo not given)	i	-1.9
COc1ccccc1NC(=O)COC(=O)c1ccccc1SCC(=O)N1CCCC1	i	1.8
O=C(Oc1ccc(=O)n(-c2ccccc2)n1)c1ccccc1	i	-7.4*
CCC(CC)NC(=O)COC(=O)c1ccc2c(c1)C(=O)N(Cc1ccco1)C2=O	i	0
O=C1CCCCC1Oc1ccc2ccc(=O)oc2c1 (stereo not given)	i	0.23
CCOC(=O)c1cnc(Nc2ccccc2)nc1C(F)(F)F	i	0.05
Cc1cccc(N2CCN(C(=O)c3nn(C)c4c3CS(=O)(=O)c3ccccc3-4)CC2C)c1 (stereo not given)	i	0.19
CC(C)CCNC(=O)CN(C(=O)CCC(=O)Nc1nccs1)c1ccc2c(c1)OCCO2	i	-0.42
COC(=O)c1cc(C(=O)OC)cc(-n2c(C)cc(C(=O)COC(=O)CNS(=O)(=O)c3ccc(C)cc3)c2C)c1	i	-0.36
Cc1ccc(NC(=O)C(=O)NC2CCCCC2)cc1	i	-1.8
CCOc1ccccc1CNC(=O)C1CCN(c2nn3c(=O)cc(C)nc3s2)CC1	i	0.01
COc1ccc(C(=O)O)c(OC)n1	i	-0.24
COc1cccc(C(=O)N/N=C/c2ccc(OC)c(COc3ccccc3C(N)=O)c2)c1	i	2.4
O=C(Nc1ccccc1)N1CCN(c2cccc(C(F)(F)F)c2)CC1	i	-0.25
Cc1ccc(-n2c(SCC(=O)Nc3ccc4c5c(cccc35)CC4)nc(O)c(C)c2=O)cc1	i	1.9
C#CCn1c(S(=O)(=O)Cc2ccc(C)cc2)nc(-c2ccccc2)c1-c1ccccc1	i	1.1
CCN(Cc1cc(=O)n2ccsc2n1)Cc1nc2cc(OC)c(OC)cc2c(=O)[nH]1	i	-2
COc1ccc2nc(SCC(=O)N3CCCCC3)c(C#N)cc2c1	i	-0.15
C/C(=N/NC(=O)c1cccc(Br)c1)C1CC2CCC1C2 (stereo not given)	i	-0.49
Cn1nc(C(C)(C)C)cc1C(=O)NCc1ccc(N2CCCC2=O)cc1	i	1.4
COc1ccc(Cl)cc1NC(=O)COC(=O)/C=C/c1c(C)nn(C2CCS(=O)(=O)C2)c1Cl (stereo not given)	i	0.03
COc1cc(/C=C(\C#N)c2[nH]nc(N)c2C#N)cc(OC)c1O	i	1.2
CC(CC(=O)N1CCN(c2cccc(Cl)c2)CC1)S(=O)(=O)c1ccc2c(c1)NC(=O)CO2 (stereo not given)	i	-0.78
Cc1cnc(NC(=O)c2cc3ccccc3o2)s1	i	1.3
Cc1ccc(F)cc1CNC(=O)C1CCC(=O)N(CC2CCCCC2)C1 (stereo not given)	i	0.76
Cc1ccc(C(=O)NNC(=O)Cc2csc(-c3csc(C)n3)n2)cc1	i	0.02
Cc1nn(-c2ccccc2)c(C)c1NC(=O)COC(=O)c1ccc(S(=O)(=O)C(F)F)cc1	i	1.2
CCc1c(C)sc(NC(=O)c2noc(C)c2[N+](=O)[O-])c1C#N	i	1.5
Cc1ccc(S(=O)(=O)N2CCC(C(=O)OCC(=O)N3CCCCC3C)CC2)cc1C (stereo not given)	i	0.39
CCn1c(C(=O)O)c(CC(=O)Nc2cccc(C(F)(F)F)c2)c2ccccc21	i	0.01
NNC(=O)c1cc(O)c(O)c(O)c1	i	0.72
CCC(C)C(NC(=O)C(N)CC(C)C)C(=O)NC(CCC(=O)OCc1ccccc1)C(N)=O (stereo not given)	i	1.6
C=CCNC(=O)NC(=O)COC(=O)c1ccccc1Sc1ccc(C(F)(F)F)cc1[N+](=O)[O-]	i	0.29
CCCNC(=O)NC(=O)COC(=O)/C=C/c1cc(Br)ccc1F	i	0.51
CCC1Oc2ccccc2N(CC(=O)NC2CCCCC2)C1=O (stereo not given)	i	-2.9
Cc1cc(-c2nnc(CCC(=O)NC(C)c3cccc4ccccc34)o2)no1 (stereo not given)	i	0.26
CCCCCC(=O)N1CC2(CC(c3cccc(NC(=O)CC(c4ccccc4)c4ccccc4)c3)=NO2)C[C@@H]1C(N)=O (stereo not given in full)	i	-0.16
COc1ccccc1C(=O)NCCC(=O)NC1CCCCC1C (stereo not given)	i	0.24
Cc1ccc(NC(=S)NCc2ccc3[nH]c4c(c3c2)CCCC4)cc1	i	1.6

Reprinted from the part before: 4 compounds, then new ones.
SMILES	CHT block	Kir21 block
Cc1cc(-c2nnc(CCC(=O)NC(C)c3cccc4ccccc34)o2)no1 (stereo not given)	i	0.26
CCCCCC(=O)N1CC2(CC(c3cccc(NC(=O)CC(c4ccccc4)c4ccccc4)c3)=NO2)C[C@@H]1C(N)=O (stereo not given in full)	i	-0.16
COc1ccccc1C(=O)NCCC(=O)NC1CCCCC1C (stereo not given)	i	0.24
Cc1ccc(NC(=S)NCc2ccc3[nH]c4c(c3c2)CCCC4)cc1	i	1.6
O=c1c2ccccc2c(-c2n[nH]c(=S)o2)nn1Cc1ccccc1	i	-1.3
C(=N\N=C\c1cccnc1)/c1cccnc1	i	1.4
CCOc1ccc(Nc2oc(-c3ccco3)nc2C#N)cc1	i	0.49
O=C(NCc1cccs1)c1cccn2c(=O)c3sccc3nc12	i	1.8
CCOc1ccc2nc(NC(=O)C3CCCO3)sc2c1 (stereo not given)	i	1.5
C[C@@H]1NC(=O)[C@H](CCCN=C(N)N)NC(=O)c2cc([N+](=O)[O-])cc(I)c2OCC[C@@H](C(=O)NC(CC(=O)O)C(N)=O)NC1=O (stereo not given in full)	i	-0.91
c1ccc(-n2cc(CN3CCCC3)c(-c3ccc4c(c3)OCO4)n2)cc1	i	-1.9
Cc1cc(C)c(C#N)c(SCc2nc3ccccc3[nH]2)n1	i	-1.7
CCCC1(c2ccccc2)NC(=O)N(C/C=C/Cl)C1=O (stereo not given)	i	-3
FC(F)(F)c1cccc(Cc2noc(CN3CCC(c4ccncc4)CC3)n2)c1	i	0.29
N#Cc1nc(COc2cccc(Cl)c2)oc1NCc1ccncc1	i	-2.1
Cc1ccc(NC(=O)c2ccc(S(=O)(=O)N3CCCC3)cc2)cc1	i	-0.09
CCOc1ccc(C(=O)NC(=S)Nc2ccc(N3CCC(C)CC3)cc2)cc1[N+](=O)[O-]	.	1.3
COC(=O)CC1C(=O)NCCN1C(=O)c1ccc(S(=O)(=O)N2CCOCC2)cc1 (stereo not given)	i	-1.5
Cc1ccccc1-c1nc2c(s1)CCc1onc(-c3ccc(Cl)cc3)c1-2	i	0.51
Cc1cccc(C)c1NC(=O)CN(C)C(=O)C(c1ccccc1)c1ccccc1	i	-0.19
Cc1nnc(NC(=O)c2ccco2)s1	i	-0.03
O=C(Nc1ccc(Oc2ccc(NC(=O)Nc3ccccc3Cl)cc2)cc1)Nc1ccccc1Cl	i	1.4
CN(C)S(=O)(=O)c1ccc(N2CCCC2)c(C(=O)NC2CCCCC2)c1	i	1.1
O=C(O)CCCC(=O)Nc1ccn(-c2ccccc2)n1	i	0.7
COc1cc2c(C(=O)N3CCN(c4cccc(Cl)c4)CC3)cn(C)c(=O)c2cc1OC	i	0.14
O=C(N/N=C/c1ccncc1)c1cc(-c2ccc(Br)s2)[nH]n1	i	0.77
O=C(COc1ccc2ccccc2c1)N/N=C/C1CC=CCC1 (stereo not given)	i	0.15
CC(C)c1c(C(=O)N/N=C/c2cccs2)nnn1-c1nonc1N	i	-0.17

4 of the compounds above, in CSV form:
SMILES,CHT block,Kir21 block
CCOC(=O)/C(C#N)=C(/C)c1ccc(OC)cc1,i,0.02
CCCC(=O)c1c(NC)cc(C)oc1=O,i,0.54
Cc1cccc(NC(=S)N2CCCC(c3nc4ccccc4[nH]3)C2)c1 (stereo not given),i,-3.3
COc1cccc(/C=N/n2c(SC)nnc2-c2ccccc2)c1OC,i,0

(more compounds)
SMILES	CHT block	Kir21 block
NC(=O)C1CCCN(C(=S)NCc2ccc3c(c2)OCO3)C1 (stereo not given)	i	1.5
CC1(C)O[C@@H]2[C@@H](CO[C@@]3(COS(N)(=O)=O)OC(C)(C)O[C@@H]23)O1	i	1.4
COc1ccc(Cl)cc1NC(=O)c1cc(-c2ccccc2)on1	i	2.8
COc1cc2c(cc1OC)CN(C(=O)C(C)(C)C)CC2	i	-1.4
Cc1cccc(NC(=O)CCC(=O)N/N=C/c2ccc(O)cc2O)c1	i	-0.4
O=C(CN1C(=O)CSC1=O)Nc1ccc(C(=O)O)cc1	i	1.3
COC(=O)C(C)N(C#N)c1nc(C)cc(C)n1 (stereo not given)	i	-1.5
CC(=O)NC(CCS(C)(=O)=O)C(=O)Nc1ccc(Oc2ccccc2)cc1 (stereo not given)	i	-0.09
Cc1ccc2c(c1)N(CC(=O)NCC1CCCO1)C(=O)C(C(C)C)O2 (stereo not given)	i	1.7
COc1cc(CC(C#N)(CO)c2nc3ccccc3[nH]2)ccc1OC(F)F (stereo not given)	i	-0.87
COc1ccc(N2CCN(CCCNS(=O)(=O)c3ccc4c(c3)oc(=O)n4C)CC2)cc1	i	0.77
Cc1ccccc1CN1CCNC(=O)C1CC(=O)NCCN1CCCCC1=O (stereo not given)	i	-1.1

Some of the entries above in a different format.
COc1ccc(N2CCN(CCCNS(=O)(=O)c3ccc4c(c3)oc(=O)n4C)CC2)cc1
  CHT block: i | Kir21 block: 0.77

Cc1ccc2c(c1)N(CC(=O)NCC1CCCO1)C(=O)C(C(C)C)O2 (stereo not given)
  CHT block: i | Kir21 block: 1.7

Next results
SMILES	CHT block	Kir21 block
COc1cc(/C=C/C(=O)N(C)c2ccccc2C(=O)O)cc(OC)c1OC	i	1.3
COc1ccc(OC)c(C(c2nnnn2Cc2ccccc2)N2CCC(C(N)=O)CC2)c1 (stereo not given)	i	-1.1
S=c1nc(-c2ccco2)[nH][nH]1	-5.4*	1.9
C=CCOC(=O)C1=C(C)NC(=O)NC1c1cc2c(cc1Br)OCO2 (stereo not given)	i	0.14
Cc1c(CNCCc2ccc(Cl)cc2)c(C(=O)O)c(C)n1Cc1ccccc1	i	-0.83
Cc1ccc(NC(=O)Cc2c[nH]c3ccccc23)cc1S(=O)(=O)N1CCCCCC1	i	-0.19
CCn1c(=O)c(C(=O)CN(C)Cc2cccc(OC)c2OC)c(N)n(Cc2ccccc2)c1=O	i	-0.29
CCOC(=O)c1cn2nc(-c3ccc(OCC)cc3)cc2nc1C1CCN(C(=O)OC(C)(C)C)CC1	i	0.27
COc1ccc(/C(C)=N/NC(=O)CNC(=O)/C=C\c2ccco2)cc1	i	0.04
O=C(Nc1ccc(F)cc1)Nc1ccccc1F	i	-0.07
C[C@]12C[C@H](O)[C@@H]3c4ccc(O)cc4CCC3[C@@H]1CCC2=O (stereo not given in full)	i	-1.1
CCOc1ccccc1NC(=O)Cn1ncc2ccc([N+](=O)[O-])cc21	i	0.2
Cc1ccc(NC(=O)NNC(=O)c2cc3ccccc3cc2O)cc1C	i	-0.75
CC(=O)Nc1ccc(NC(=S)Nc2ccc(F)cc2)cc1	i	-1.5
CCN(CC)S(=O)(=O)c1cccc(-c2nnc(SCc3nnc(-c4cccs4)o3)n2N)c1	i	-1.9
C/C(=C/C(=O)N1CCc2ccccc21)C(=O)O	i	0.02
O=C(CCc1ccccc1)Nc1ccncc1	i	-0.13
CCCSC(=S)NC1CCS(=O)(=O)C1 (stereo not given)	i	-0.02
Cc1ccc(Cl)c(OCC(=O)Nc2ccccc2C(=O)NC2CC2)c1	i	0.66
OCCN(CCO)c1ncnc2c1sc1nc(N3CCOCC3)c3c(c12)CCCC3	i	2.2

Source: PubChem BioAssay (Johns Hopkins Ion Channel Center)
